Gli-Sufu antag: blocks Gli-Sufu signaling in a luciferase reporter | Sufu-KO-LIGHT fibroblasts, Gli luciferase reporter luminescence | inhibition, % at 5 µM | 340,000 compounds, 0.74% hits;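 active = inhibition above about 55%, limit read from the data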;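 also: 0% = DMSO-treated cells and 100% = wells with medium but no cells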
CXCR6 inh: blocks human CXCR6 beta-arrestin recruitment; O00574; inhibition, % at 20 µM; 360,000 compounds, 0.36% hits; CHO-K1 PathHunter CXCR6 beta-arrestin, luminescence; in the data active = inhibition above about 34%, passing the limit was not always enough;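 also: antagonist mode with CXCL16 agonist at 10 nM final; 0% = 10 nM CXCL16 with DMSO and 100% = unstimulated wells without agonist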
Target sequence (O00574 whole entry, looked up): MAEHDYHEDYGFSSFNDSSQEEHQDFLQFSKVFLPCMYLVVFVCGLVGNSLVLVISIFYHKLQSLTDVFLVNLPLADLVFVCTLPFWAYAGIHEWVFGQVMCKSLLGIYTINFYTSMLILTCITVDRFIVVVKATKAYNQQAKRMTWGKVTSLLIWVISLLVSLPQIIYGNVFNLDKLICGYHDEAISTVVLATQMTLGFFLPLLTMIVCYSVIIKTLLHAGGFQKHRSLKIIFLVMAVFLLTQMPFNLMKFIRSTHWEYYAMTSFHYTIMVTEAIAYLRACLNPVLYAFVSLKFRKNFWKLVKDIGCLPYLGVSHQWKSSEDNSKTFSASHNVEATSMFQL
APJ ag: APJ receptor agonism; P35414; CHO-K1 APJ PathHunter beta-arrestin, luminescence; 0% DMSO wells, 100% apelin; activation, % at 20 µM; 330,000 compounds, 0.11% hits;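 active = activation more than six SD over the plate average, tested at 20 µM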;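 also: 0% = DMSO alone and 100% = apelin-13 at 10 nM; some results filed as inactive read as strong as hits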
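Assay system – PathHunter CHO-K1 APJ (AGTRL-1) beta-arrestin reporter cells · Compound – one dose, 20 µM compound, 1% DMSO · Timing – compound 90 min 25 °C, reagent 1 h · Measured by – luminescence from split beta-galactosidase complementation, Galacton Star/Emerald II substrate · Measure – beta-arrestin recruitment to APJ as agonist activity, luminescent signal · Benchmarks – DMSO vs Apelin-13 10 nM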
APJ antagonist: blocks the human apelin receptor APJ; P35414; CHO-K1 APJ beta-arrestin complementation, luminescence; inhibition, % at 20 µM; 330,000 compounds, 0.32% hits;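 active = inhibition above about 40% at 20 µM, limit read from the data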;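 also: cells challenged with 10 nM apelin-13 agonist together with compound; plate controls were apelin-13 plus DMSO wells for no effect and DMSO wells lacking apelin-13 for full effect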
EBI2 block: blocks human EBI2 receptor beta-arrestin signaling. P32249. EBI2 beta-arrestin recruitment, luminescence, 7a,25-OHC stimulated. inhibition, % at 5 µM. 360,000 compounds, 0.81% hits; in the data active = inhibition above about 38%;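 also: enzyme fragment complementation signal reports receptor beta-arrestin coupling in cells; 0% = agonist plus DMSO wells and 100% = wells without agonist; some results beyond the cut were filed as inactive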
Target sequence (P32249 whole entry, looked up, the tested form may be a part): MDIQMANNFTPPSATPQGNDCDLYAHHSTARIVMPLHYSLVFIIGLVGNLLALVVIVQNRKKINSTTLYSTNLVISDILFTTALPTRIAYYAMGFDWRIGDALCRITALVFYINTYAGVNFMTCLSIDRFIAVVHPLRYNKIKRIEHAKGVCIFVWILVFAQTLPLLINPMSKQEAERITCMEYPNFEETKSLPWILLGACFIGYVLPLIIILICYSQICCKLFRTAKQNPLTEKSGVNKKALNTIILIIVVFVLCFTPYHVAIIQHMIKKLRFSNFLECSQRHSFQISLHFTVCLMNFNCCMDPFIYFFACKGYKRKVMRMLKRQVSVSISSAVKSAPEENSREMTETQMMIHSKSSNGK
ATG4B inhibitor: ATG4B (human) cysteine protease inhibition. AID 504462. Q9Y4P1. inhibition, % at 8.33 µM. ATG4B cleavage of LC3-PLA2, NBD-HPC fluorescence, 1 h. 340,000 compounds, 0.51% hits; in the data active = inhibition above about 40%
UBC13 polyUb: inhibitors of human UBC13 polyubiquitin chain formation. P61088. TR-FRET. inhibition, % at 20 µM. 330,000 compounds, 0.47% hits. AID 485273; in the data active = inhibition above about 45%, passing the limit was not always enough
Target sequence (P61088 whole entry, looked up): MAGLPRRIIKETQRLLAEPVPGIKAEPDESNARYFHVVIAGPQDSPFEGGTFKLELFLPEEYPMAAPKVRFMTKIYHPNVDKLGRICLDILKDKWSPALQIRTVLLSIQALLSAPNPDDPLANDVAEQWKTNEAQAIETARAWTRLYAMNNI
CCR6 antag: antagonists of human CCR6 receptor; 340,000 compounds, 0.49% hits; inhibition, % at 20 µM; AID 493098; CHO-K1 CCR6 PathHunter beta-arrestin, luminescence, CCL20-stimulated; P51684;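 active = compounds whose inhibition of the agonist-driven luminescence signal at 20 µM reaches about 50%, limit read from the data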;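 also: cells stimulated with CCL20 at 14 nM final; plate controls were DMSO with CCL20 for no effect and DMSO without agonist for full effect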
Numbers without * were called inactive; nt = not tested or not shown.

SMILES	Gli-Sufu antag	CXCR6 inh	APJ ag	APJ antagonist	EBI2 block	ATG4B inhibitor	UBC13 polyUb	CCR6 antag
COc1ccc(N(CC(=O)Nc2ccc(S(=O)(=O)N3CCOCC3)cc2)S(=O)(=O)c2ccccc2)cc1	14	-6	2	4	9	-7	-9	13
C=CCOc1nc(N2CCCC2)nc(N2CCCC2)n1	3	-5	-4	3	-8	11	-17	9
O=C(NCCN1CCN(c2ccccc2)CC1)Nc1cccc(Cl)c1	20	-23	-1	-18	-4	-6	-4	2
CC(=O)c1ccc(N2CCN(S(=O)(=O)c3ccc(-c4cc(C)no4)s3)CC2)cc1	15	-1	9	-30	0	-7	-4	-8
CC(C(=O)Nc1ccc2c(c1)OCO2)c1ccc([N+](=O)[O-])cc1 (centres undefined)	4	11	-7	-1	-10	-14	12	19
O=C(NC12CC3CC(CC(C3)C1)C2)c1ccccc1	1	-9	0	19	-9	-5	-1	21
Cc1nc(NC(=O)c2ccc(Cl)cc2)nc2cc3c(cc12)OCO3	-3	0	-1	13	8	-7	20	6
CCn1cc(C(=O)O)c(=O)c2cc(F)c(N3CCN(C(=S)NC(=O)c4ccccc4F)CC3)cc21	2	-28	-3	12	-3	0	24	4
COc1ccc(S(=O)(=O)N2CCOCC2)cc1NC(=O)COc1ccccc1	0	-2	-2	-12	-7	-4	0	-2
CCNC(=O)CCSc1nc(C)cc(C)n1	0	6	-3	-19	-16	-12	-3	7
O=C(NCCCn1cccn1)C1CCC(=O)N(Cc2ccccc2F)C1 (centres undefined)	6	9	0	-5	3	0	-5	4
COc1ccc2cc(/C(C)=N/NC(=O)c3cc(-c4cccnc4)nc4ccccc34)ccc2c1	-4	-14	-1	2	-1	-3	2	-5
CN(C)S(=O)(=O)c1ccc(C(=O)Nc2ccccc2C(=O)NCCCN2CCOCC2)cc1	-17	-3	-7	0	7	-8	-11	14
Cc1ccccc1NC(=O)CCCN1C(=O)C2CC=CCC2C1=O (centres undefined)	-5	-9	7	11	-9	-10	2	5
COCCN(C(=S)Nc1c(C)cccc1C)C(C)c1ccco1 (centres undefined)	8	6	-2	14	-9	-3	14	11
CCOC(=O)N1CCN(C(=O)C2CCN(S(=O)(=O)c3ccc(OC)cc3)CC2)CC1	1	-14	-2	18	4	-5	2	6
O=S(=O)(NCc1ccccc1)c1ccc(-n2cccn2)cc1	3	0	-4	7	-4	5	4	7
C/C(=N/Nc1nc(C)cc(-c2ccccc2)n1)c1ccco1	-27	0	-1	8	-10	-4	-5	5
CC(C)(C)N1NC(=O)Nc2ccccc2C1=O	-6	-2	-1	-3	-12	-6	10	2
O=C(COC(=O)[C@H](Cc1ccccc1)NC(=O)c1ccco1)NC(c1ccccc1)c1ccccc1	-3	7	-1	-4	5	-19	-1	-16
CCCN1CCC(NC(=O)Nc2ccc(OC)c(OC)c2)CC1	4	-2	-4	-6	-10	-10	1	-28
CN(C)Cc1c[nH]c2nc[nH]c(=O)c12	5	-2	nt	nt	6	-6	nt	2
CCOC(=O)c1c(NC(=O)c2nn(CC)cc2Br)c(C#N)nn1-c1ccccc1	7	8	-3	15	15	-10	5	14
Cc1cccc(C)c1NC(=S)N1CCCCCC1	4	0	-5	12	1	-5	-5	2
c1cncc(-c2nnc3sc(C4CCCCC4)nn23)c1	5	3	-3	7	7	-5	-9	-4
O=C(CCN1C(=O)/C(=C/c2ccccc2Cl)SC1=S)NC1CCS(=O)(=O)C1 (centres undefined)	1	1	1	8	1	0	-3	-6
Cc1ccc(C)c(-c2csc(N/N=C/c3ccco3)n2)c1	-12	-11	5	-44	-8	10	-15	1
CC(C)NC(=S)NN=C1CCC(c2ccccc2)CC1 (centres undefined)	7	25	-2	13	6	-4	13	26
O=C(CCC(=O)c1cccs1)OCc1nc2ccccc2s1	1	-6	2	-5	-2	2	-4	2
O=C(COC(=O)/C=C/c1ccccc1[N+](=O)[O-])Nc1ccc2[nH]c(=O)[nH]c2c1	-3	-6	-3	-2	-5	-4	-7	7
Cc1ccc(C(=O)NNS(=O)(=O)c2ccccc2[N+](=O)[O-])cc1	0	-15	-3	3	-6	-2	-3	-6
CCN(c1ccccc1)S(=O)(=O)c1cccc(C(=O)OCC(=O)Nc2ccc(NC(C)=O)cc2)c1	-3	4	-2	3	0	-17	10	8
Cc1cc(C(F)(F)F)nn1Cc1n[nH]c(=S)n1-c1cccc(Cl)c1	7	-12	-4	-14	7	6	10	-12
COc1ccc(N(C)S(=O)(=O)c2cccc(C(=O)NCC(c3ccco3)N3CCCC3)c2)cc1 (centres undefined)	18	7	-9	3	-6	1	2	15
CN(CC(=O)N1CCN(c2ccccn2)CC1)S(=O)(=O)c1ccc2ccccc2c1	0	-4	0	9	2	-21	2	-12
C(/C=C/c1ccccc1)=N/N1CCN(c2ccccc2)CC1	-35	7	-6	-2	22	7	6	-10

Ordered by molar mass (lowest first): 3 of the compounds above
SMILES	Gli-Sufu antag	CXCR6 inh	APJ ag	APJ antagonist	EBI2 block	ATG4B inhibitor	UBC13 polyUb	CCR6 antag
c1cncc(-c2nnc3sc(C4CCCCC4)nn23)c1	5	3	-3	7	7	-5	-9	-4
O=C(CCC(=O)c1cccs1)OCc1nc2ccccc2s1	1	-6	2	-5	-2	2	-4	2
COc1ccc(N(C)S(=O)(=O)c2cccc(C(=O)NCC(c3ccco3)N3CCCC3)c2)cc1 (centres undefined)	18	7	-9	3	-6	1	2	15

Following part.
SMILES	Gli-Sufu antag	CXCR6 inh	APJ ag	APJ antagonist	EBI2 block	ATG4B inhibitor	UBC13 polyUb	CCR6 antag
CCn1c(C(=O)NC2CCC(C)CC2)cc2sccc21 (centres undefined)	-134	-3	-4	-4	0	5	2	27
CC(=O)c1c(OC(=O)c2cccc(Cl)c2)c2ccccc2n1C	-5	-1	0	-9	-10	1	-1	5
CCOc1ccccc1N1CCN(C(=O)c2ccc3c(c2)OCO3)CC1	13	-4	0	-1	-5	-8	0	0
COC(=O)c1sc(NC(=O)c2ccncc2)nc1C	45	-9	-2	-18	2	1	-8	5
CCNC(=S)NNC(=O)c1cc(-c2cccc(OC)c2)nc2ccccc12	-13	-1	-3	5	-3	-11	-17	18
O=C1C2C3C=CC(O3)C2C(=O)N1N=C1CCCCC1 (centres undefined)	15	-3	nt	nt	0	2	nt	7
O=C(COC(=O)c1cc(S(=O)(=O)N2CCOCC2)ccc1F)NCc1ccco1	1	-5	2	-1	-7	15	0	27
O=C1CCCc2ccccc2N1Cc1cccc(F)c1	1	9	-3	-8	2	6	-4	-6
COc1ccc2c(c1)[nH]c1c(=O)n(CC3CCCO3)cnc12 (centres undefined)	-19	-3	-3	-10	-10	17	-3	7
COc1cc(OC)c(NC(=O)CCc2nc(-c3cccs3)no2)cc1Cl	-1	5	0	10	-1	-4	2	7
O=C(N/N=C/c1ccncc1)c1cccc(S(=O)(=O)Nc2ccc(Cl)cc2)c1	9	-2	7	-36	-9	16	7	4
Cc1nn(Cc2cccc(C(=O)Nc3ccn(Cc4ccccc4)n3)c2)c(C)c1[N+](=O)[O-]	-7	3	3	1	10	11	3	7
COCCCNC(=O)C(=O)NC1CCCCC1C (centres undefined)	-5	-2	-3	4	-10	2	-11	-4
O=S(=O)(c1ccc(Br)cc1)N1CCC(c2nc3ccccc3[nH]2)CC1	7	-8	-1	-3	6	-7	8	-2
O=C(c1ccc(Cl)cc1)c1cc([N+](=O)[O-])ccc1N1CCOCC1	53	6	-2	11	-3	-7	-6	18
COc1ccc2[nH]c(=O)c(CN(Cc3cccs3)C(=S)NCC3CCCO3)cc2c1 (centres undefined)	5	-3	-1	24	2	-7	-8	2
CC1CCOC2(O1)C(=O)Nc1ccccc12 (centres undefined)	0	0	-1	21	-10	-1	-3	5
O=C(CCNS(=O)(=O)c1cccc2nonc12)NCCc1ccc(Cl)cc1	5	-8	-10	-14	24	-8	-4	-6
COc1ccccc1OCC(=O)NCc1n[nH]c(=O)c2ccccc12	2	4	-2	3	0	3	2	2
COc1c(O)c(=O)n2c3ccccc3c3ccnc1c32	6	0	-4	-8	2	-9	-20	5
Cc1ccc(C)c(OCCC(=O)OCC(=O)Nc2cccnc2Cl)c1	3	-2	-1	4	4	-1	2	-9
O=C(Nc1ccc(N2CCOCC2)cc1Cl)C1CCN(C(=O)OCc2ccccc2)CC1	0	-6	1	-8	12	-7	8	20
CC1CCN(S(=O)(=O)c2ccc3c(c2)N(CC(=O)NCCN2C(C)CCCC2C)C(=O)CS3)CC1 (centres undefined)	12	-11	-1	16	-9	-3	2	13
Cc1cccc(OCC(=O)Nc2ccc3nc(C)sc3c2)c1	-9	3	-2	-4	4	-11	-6	2
CCc1cc(C(c2ccccn2)N2CCN(C)CC2)c(NC(=O)c2ccccc2)s1 (centres undefined)	14	7	-2	3	5	-6	-10	18
NC(=O)CN1CCOCCOCCN(CC(N)=O)CCOCC1	-4	-8	6	7	-6	-10	-14	1
O=C(CCS(=O)(=O)c1cccc2nonc12)N1CCCc2ccccc21	6	4	0	14	5	-12	-1	-1
CC(C)C(=O)c1cn(CC(=O)NCc2ccc3c(c2)OCO3)c2ccccc12	-11	4	-3	12	5	-13	6	5
N/C(Cc1cccs1)=N\OC(=O)COc1ccccc1Cl	-37	-2	1	8	5	14	5	-13
COc1ccc(NC(=O)/C(Cl)=C(/Cl)S(=O)Cc2ccccc2Cl)cn1 (centres undefined)	72*	nt	-6	79*	nt	1	-4	96*
COc1ccccc1NC(=O)C(=O)NNC(=O)COc1ccc2ccccc2c1	nt	6	3	-7	4	nt	-6	nt
CC(=O)Nc1ccc2nc(-c3cccnc3)[nH]c2c1	-11	2	-2	-14	-9	-7	-3	-1
O=C(NCCC1CCCCN1S(=O)(=O)c1ccccc1)C(=O)NCc1cccnc1 (centres undefined)	2	-1	-5	6	0	-1	2	5
O=c1c(Cc2ccccc2)c(O)ccn1Cc1ccc2c(c1)OCO2	-4	-14	-2	1	1	-3	5	14
CC(C)[C@H](NC(=O)N1c2ccccc2NC(=O)[C@@H]1C(C)C)C(=O)N[C@@H](Cc1c[nH]c2ccccc12)C(=O)O	2	-4	-2	14	-1	-6	0	1
O=C(CSc1ccc2c(c1)OCCO2)Nc1cccnc1Cl	1	3	-3	12	3	-11	17	2
Cc1cccc(C(=O)OCC(=O)Nc2nnc(-c3ccccc3)o2)c1O	-10	-2	-3	18	-13	0	0	6
CC1(c2ccc(OC(F)F)cc2)NC(=O)N(CC(=O)Nc2cccnc2Cl)C1=O (centres undefined)	-7	-1	6	-1	-1	2	-3	-3
CCCOc1ccc(N2CC(C(=O)Nc3ncccc3C)CC2=O)cc1 (centres undefined)	nt	-5	-4	8	-12	1	-4	-5
CCOc1ccccc1C(=O)NC1CCN(Cc2ccccc2)CC1	-13	-3	-1	10	1	-2	-4	-9
CC1(C)C(C(=O)O)N2C(=O)C(NC(=O)Cc3ccccc3)C2S1=O (centres undefined)	15	-10	-6	10	6	2	11	1
CCCN(CCC)S(=O)(=O)c1ccc(C(=O)N2CCOCC2)cc1	-4	6	-4	21	-16	2	6	2
O=C(Nc1ccc(Br)cc1)c1cccc2c1C(=O)N(C1CCCCC1)C2	-7	-8	1	-7	0	4	-12	-1
CCOc1ccc(NC(=O)Cc2ccc(NC3=NC4CS(=O)(=O)CC4S3)cc2)cc1 (centres undefined)	0	-3	0	9	-10	-8	-2	5
CC(C)(C)c1csc(NC(=O)CSC2=NCCS2)n1	24	6	1	1	-23	-2	4	12

Sorted by value in APJ antagonist (ascending): some entries from above
canonical_smiles | APJ antagonist
C=CCOc1nc(N2CCCC2)nc(N2CCCC2)n1 | 3
CCOc1ccccc1C(=O)NC1CCN(Cc2ccccc2)CC1 | 10
O=C(NC12CC3CC(CC(C3)C1)C2)c1ccccc1 | 19

Compound activity: PubChem BioAssay, Sanford-Burnham Center for Chemical Genomics
